FEN1 inhibitor = blocks human flap endonuclease 1; P39748; Recombinant FEN1 flap cleavage, fluorescence, 15 min; Potency, µM (top dose mostly 114 µM), for the others: at the highest dose activity change, negative = inhibition, hits mostly inhibitors; hit rate 0.35% among 390,000; AID 588795; further: nearly all actives have a fitted effect of over 65% in size
Target sequence (P39748 whole entry, looked up): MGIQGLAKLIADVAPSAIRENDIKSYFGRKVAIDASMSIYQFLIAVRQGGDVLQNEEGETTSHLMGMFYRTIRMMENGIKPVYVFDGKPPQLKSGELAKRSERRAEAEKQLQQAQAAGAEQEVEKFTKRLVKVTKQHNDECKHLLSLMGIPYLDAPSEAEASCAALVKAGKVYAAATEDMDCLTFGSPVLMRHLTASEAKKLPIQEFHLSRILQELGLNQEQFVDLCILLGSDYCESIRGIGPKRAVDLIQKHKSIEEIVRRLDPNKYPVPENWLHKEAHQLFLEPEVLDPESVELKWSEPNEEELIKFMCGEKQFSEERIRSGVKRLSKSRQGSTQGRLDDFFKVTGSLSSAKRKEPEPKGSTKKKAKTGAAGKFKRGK
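FEN1 at 10 nM preincubated with compounds 15 min at room temperature, then flap DNA substrate added at 50 nM final. Signal read at 0 and 15 min; concentration-response fitted with four-parameter Hill equation.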
GCN5L2 inh = blocks human GCN5L2 histone acetyltransferase | Q92830 | GCN5L2 HAT assay, ThioGlo1 CoA-SH fluorescence | Potency, µM (top dose mostly 58.9 µM), for inactives: at the top dose activity change, negative = inhibition, most hits filed as inhibitors | hit rate 0.21% among 390,000 | AID 504327
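Free CoA generated was detected with ThioGlo1 (50uM) fluorescence at Ex340nm/Em540nm, read immediately and after 20 min at room temperature. Enzyme, 20 nM in HEPES pH 7.5 buffer, saw compounds 15 min before adding 75uM H3(1-25) peptide and 70uM acetyl-CoA.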
N370S GC = inhibits or activates N370S mutant glucocerebrosidase; N370S GC spleen homogenate, 4MU-glucoside fluorescence; Potency, µM (doses to about 59.4 µM), for inactives: at the top dose activity change, negative = inhibition, most hits filed as inhibitors; hit rate 0.092% among 330,000; AID 2101;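 further: 0% = full enzyme activity and -100% = no enzyme basal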
Active calls of the source: *; ? = inconclusive; . = not tested or not shown; & = joins results of further samples; [ ] = dose if it differs, or a comment. The call rests on the fitted dose curve; in most records, active means well fitted curve in the direction sought with a large enough effect; inconclusive means small, poorly fitted or top-dose-only effect, or another doubt; inactive means no such curve, though single readings can be large; an effect the other way counts as inactive or inconclusive. Unless noted, on the % scale 0 is the no-effect control and ±100 the full control effect; potency means the concentration at half of the fitted maximal effect.

SMILES | FEN1 inhibitor | GCN5L2 inh | N370S GC
COc1ccc(OCC(=O)N/N=C2/C=C(C)CC2)cc1 | 3% | -3% | -2%
CCCCCC(=O)NNC1=NCC(Cc2cccc(Cl)c2)S1 (stereo not drawn) | -7% | 0% | -3%
CCCC1(C(=O)OCC)NC(c2ccc(O)cc2)C2C(=O)N(c3cccc(C(C)=O)c3)C(=O)C21 (stereo not drawn) | 4% | -3% | 2%
COC(=O)c1ccc(N2CCN(C)CC2)c(NC(=O)COc2ccccc2)c1 | -9% | -3% | -9%
Oc1ccc(CN2CCc3ccccc3C2)c2cccnc12 | -15% | . | -12%
O=C(Nc1ccccc1)OCc1ccccn1 | -3% | -6% | 5%
Cc1csc(SCc2nnc(-c3ccccc3Br)o2)n1 | -3% | 0% | -22%
COc1ccc(-c2nn3c(=O)cc(CN4CCN(C(=O)c5ccc(OC)c(OC)c5)CC4)nc3s2)cc1 | -9% | -1% | .
C=CCc1c(C)[nH]c2c(OC)cccc2c1=S | -7% | -11% | -9%
Cc1ccc(C(=O)Nc2ccc([N+](=O)[O-])cn2)o1 | 8% | -4% | 1%
Cc1ccc(CNC(=O)CC(C)S(=O)(=O)c2ccc3c(c2)NC(=O)CO3)cc1 (stereo not drawn) | 20% | -19% | -15%
O=C(NC(=S)Nc1nc2ccccc2s1)c1cccs1 | -9% | -2% | ?
COCCN1C(=O)N[C@@H](CCc2ccccc2)[C@@H](C(=O)OC)[C@H]1C | 20% | . | 0%[12.8 µM]
COc1cc(C2Nc3c(F)cccc3C3C=CCC32)cc(Br)c1OC (stereo not drawn) | -6% | 0% | -13%
COc1cccc(N2CCN(S(=O)(=O)c3c(C)[nH]c(C)c3C(=O)N3CCCCC3)CC2)c1 | 12% | 0% | -3%
CN(Cc1cccc(Cl)c1Cl)C(=O)c1cccc(S(=O)(=O)N2CCN(Cc3ccccc3)CC2)c1 | -1% | -17% | -17%
Cc1cc(C)cc(NC(=O)c2cccc(NC3=NC4CS(=O)(=O)CC4S3)c2)c1 (stereo not drawn) | -14% | 5% | -3%
Cc1cccc2sc(N(CCCN(C)C)C(=O)CN3C(=O)c4ccccc4C3=O)nc12 | -5% | -3% | -11%
COc1ccc(C(CNC(=O)CSc2ccccc2F)N2CCOCC2)cc1 (stereo not drawn) | 1% | -5% | -24%
CCCCNC(=O)N1c2ccccc2CC1C (stereo not drawn) | -15% | -12% | -1%
CCOCCCNCC(=O)Nc1ccc(OC(F)(F)F)cc1 | -5% | -4% | 4%[12.8 µM]
Cc1ccc(C(=O)NC2=NCCS2)cc1 | . | 5% | 10%
CCn1c(CSc2nnc3ccccn23)nc2cc(C(=O)O)ccc21 | 50µM* | -1% | -1%
O=C(NNC(=S)Nc1cccc2ccccc12)c1cccc(Br)c1 | -1% | -6% | 17%
CCOc1cc(N2CCOCC2)c(OCC)cc1NC(=O)COC(=O)c1cc(C)oc1C | 0% | 0% | 10%
COc1cc(OC)cc(C(=O)NCCCNC(=O)c2cccnc2)c1 | 7% | 1% | -15%
COCCn1cc(C(=O)NCCCOC(C)C)c2c3ccccc3n(C)c2c1=O | -12%&18% | -15%&4% | 20%
O=C(c1ccc2c(c1)N(Cc1ccc(F)cc1)CCS2)N1CCN(c2ccccc2)CC1 | -6% | -10% | .
CC1CCCCC12NC(=O)N(CC(=O)OCc1cccc(F)c1)C2=O (stereo not drawn) | 20% | -1% | .
Cc1ccc(C(=O)N/C(=C\c2ccc(-c3ccc(Cl)cc3)o2)C(=O)NCCCN(C)C)cc1 | -10% | -16% | -1%
C/C(=N\NC(=O)C1CCCN(S(=O)(=O)c2ccccc2)C1)c1cccnc1 (stereo not drawn) | 0% | -7% | 0%
Nc1c(-c2ccc(Cl)cc2)cnn1-c1cccc([N+](=O)[O-])c1 | -18% | -11% | -1%
O=C(CN1CCN(c2ccc([N+](=O)[O-])cc2Cl)CC1)N1CCOCC1 | -12% | -6% | -4%
Cc1ccc(OC(=O)CSc2nnc(-c3cccs3)o2)cc1C | 3% | -3% | .
CCc1cc2c(SCC(=O)NC3CC3)ncnc2s1 | -6% | -6% | .
CC1CCN(C(=O)Cn2c(=O)n(CCCCCC(=O)NCc3ccccc3Cl)c(=O)c3sccc32)CC1 | -4% | -10% | .
Cc1ccc(NC(=O)C(C)N2C(=O)C3C4CC(C(Br)C4Br)C3C2=O)cc1 (stereo not drawn) | 3% | -26% | -11%
O=C(/C=C/c1ccccn1)c1cc(Cl)cc(Cl)c1O | 10% | -9% | 6%
COc1cc(/C=C2\S/C(=N/S(=O)(=O)Cc3ccccc3)NC2=O)c([N+](=O)[O-])cc1OC | ? | -4% | 11%
O=C(O)CNC(=O)c1ccc(NC(=O)/C(=C/c2ccccc2)NC(=O)c2ccccc2)cc1 | 8% | -2% | 1%
O=C(O)CCc1ccc(-c2cccs2)n1CC(=O)Nc1ccccc1C(F)(F)F | 11%&51% | -4%&-15% | -4%
CSc1ncccc1C(=O)Nc1ccncc1 | 22% | -2% | 3%
COc1ccccc1N(CC(=O)NC1CCCC1)C(=O)CCC(=O)Nc1ccccn1 | -6% | -6% | -7%
Cc1ccc(-n2c(SCC(=O)N/N=C/c3ccccc3C(=O)O)nnc2-c2ccc(Cl)cc2)cc1 | -4% | -6% | -20%
CCOC(=O)CCCCNCc1ccccc1 | 1% | -1% | 6%
CNC(=O)C1=C(C)n2c(nc3ccccc32)NC1c1ccc(OC)cc1 (stereo not drawn) | 2% | -7% | -12%
CC1(C)Cc2cccc(OCC(=O)N3CCN(c4cccc(C(F)(F)F)c4)CC3)c2O1 | ? | -22% | 1%
O=C1C=C(c2ccc3c(c2)OCO3)C[C@@H](c2ccc3c(c2)OCO3)C1 | -9% | 0% | .
O=C(CN(c1ccccc1)S(=O)(=O)c1ccc(F)cc1)NCc1cccs1 | 5% | 1% | .
Cc1cc(C)n2cc(CSc3nnc(N)s3)nc2n1 | 3% | -2% | 1%
CC(C)(C)c1ccc(Cc2n[nH]c(=S)[nH]c2=O)cc1 | 2% | -16% | -1%
Cc1csc2nc(O)c(C(=O)NC3CCCCC3C)c(=O)n12 (stereo not drawn) | -14% | 0% | -9%
CCOc1cc(/C=N/NC(=O)c2ccccc2OCc2ccc(F)cc2)ccc1O | -1% | -12% | .
Cc1csc(=Nc2cccnc2)n1CC1CCCCC1 | -3% | 4% | 8%
Cc1ccc(C(=O)COc2cc(O)c3c(=O)cc(-c4ccccc4)oc3c2)cc1 | 1% | -1% | -11%
CCOC(=O)/C(C#N)=C1/C=Cc2ccccc2N1CC | 5% | -4% | -13%
O=C(NCc1ccccn1)c1cc(S(=O)(=O)N2CCCCC2)ccc1Cl | 19% | -2% | .
Cc1ccc(NC(=O)COC(=O)C2CC3C=CC2C3)cc1S(=O)(=O)N1CCCCC1 (stereo not drawn) | -17% | 35%[activator] | -1%
COc1cc(C(=O)OCCNC(=O)c2cccnc2)cc(OC)c1OC | -2% | 0% | .
Cc1ccc(-c2nn(C)c(=O)c3ccccc23)cc1CNC(=O)Cn1nc(-c2ccccc2)c2ccccc2c1=O | . | -1% | -1%
(more compounds)
SMILES | FEN1 inhibitor | GCN5L2 inh | N370S GC
Cc1ccccc1OCC(=O)Nc1nnc(S(=O)(=O)N(C)c2ccccc2)s1 | 2% | -2% | .
CC1CCN(S(=O)(=O)c2ccc(NC(=O)CCN3C(=O)c4ccccc4C3=O)cc2)CC1 | -19% | -4%[0.501 µM] | 3%
N#CC1=C(N)Oc2cc(O)ccc2C1c1cccs1 (stereo not drawn) | 11% | -4% | 21%
Cc1c(Cl)ccc2sc(N3CCN(C(=O)C4=COCCO4)CC3)nc12 | -19% | -1% | -3%
O=C(Cn1cc(SCc2ccccc2F)c2ccccc21)N1CCCCC1 | -15% | -12% | .
CCCCNC(=O)C1CCC(Cn2c(=O)c3sccc3n(CC(=O)N3CCCC3)c2=O)CC1 (stereo not drawn) | 61% | 9% | .
O=C(CSc1nc2c(c(=O)[nH]1)CN(Cc1ccc(F)cc1)CC2)Nc1ccccc1Cl | 1% | -3% | .
Cc1cc(C)c(NC(=O)c2cc3c(=O)n4ccccc4nc3n2C)c(C)c1 | -2% | 2% | .
N#Cc1ccc(NC(=O)Cn2cnc(S(=O)(=O)N3CCCC3)c2)cc1 | 15% | 0% | -4%
Nc1nc2n(c1C(=O)c1ccccc1)CCC2 | 0% | . | 3%
Cc1ccc(C2Nc3ccc4ccccc4c3C3=C2C(=O)CC(C)(C)C3)o1 (stereo not drawn) | -16% | -6% | ?
COc1ccccc1NC(=S)NC(=O)c1c(-c2ccccc2Cl)noc1C | -19% | -10% | 7%
COc1ccc(C)cc1S(=O)(=O)N1CCN(c2cccc(Cl)c2)CC1 | -20% | 2% | .
COc1ccc(C(=O)NCCn2nc(C)cc2C)cc1OC1CCN(C(C)=O)CC1 | 5% | -3% | 0%
Cc1ccc(Nc2nc(CSc3nnc(-c4cccnc4)n3-c3ccccc3F)cs2)cc1 | 4% | -4% | -1%

4 entries from above in another layout:
Cc1c(Cl)ccc2sc(N3CCN(C(=O)C4=COCCO4)CC3)nc12
  FEN1 inhibitor: -19%	GCN5L2 inh: -1%	N370S GC: -3%

O=C(Cn1cc(SCc2ccccc2F)c2ccccc21)N1CCCCC1
  FEN1 inhibitor: -15%	GCN5L2 inh: -12%	N370S GC: .

CCCCNC(=O)C1CCC(Cn2c(=O)c3sccc3n(CC(=O)N3CCCC3)c2=O)CC1 (stereo not drawn)
  FEN1 inhibitor: 61%	GCN5L2 inh: 9%	N370S GC: .

O=C(CSc1nc2c(c(=O)[nH]1)CN(Cc1ccc(F)cc1)CC2)Nc1ccccc1Cl
  FEN1 inhibitor: 1%	GCN5L2 inh: -3%	N370S GC: .

The list goes on:
SMILES | FEN1 inhibitor | GCN5L2 inh | N370S GC
Cc1cc(NC(=O)c2c([N+](=O)[O-])cnn2C)no1 | -1% | 0% | -6%
Cc1nn(-c2ccccc2)c(N)c1C1(O)C(=O)Nc2ccc([N+](=O)[O-])cc21 (stereo not drawn) | -6% | 0% | -4%
CCN(CC)S(=O)(=O)c1ccc(NC(=O)C(C)N(c2ccccc2)S(C)(=O)=O)cc1 (stereo not drawn) | -9% | -11% | 1%
COc1ccc(C(=O)NCCn2cc(SCC(=O)Nc3ccc4c(c3)OCCO4)c3ccccc32)cc1 | -4% | -8% | .
CN(Cc1ccccc1)C(=O)CC(=O)N(C)Cc1ccccc1 | -6% | 2% | 8%
c1ccc(CCCCN2C(Nc3ccccc3)=NC[C@@H]2Cc2ccccc2)cc1 | -16% | -5% | -13%
O=C(Cn1c(=O)sc2ccccc21)Nc1ccc2c(c1)OCCO2 | -4% | -10% | 5%
CCOc1cc(OCC)cc(C(=O)Nc2cccc(-c3nc4ccccc4[nH]3)c2)c1 | ? | 1% | .
CC1=C(C(=O)Nc2cc(Cl)ccc2C)C(c2cccs2)n2ncnc2N1 (stereo not drawn) | 3% | -5% | .
c1ccc(Nc2c(-c3c[nH]c4ccccc34)nc3ccccn23)cc1 | -18% | -28% | .
COc1ccccc1C(=O)C1CCCN(C(=O)c2ccccc2Cl)C1 (stereo not drawn) | -7% | 2% | -3%
CCOc1ccc(OCC)c(NC(=O)C(NS(=O)(=O)c2ccc3c(c2)oc(=O)n3C)C(C)C)c1 (stereo not drawn) | -2% | -3% | -11%
Cc1ccc(-c2nc3ccccc3nc2NN)cc1 | -3% | -8% | 19%
COc1cc(C(=O)OCC(=O)NC2CCCC2)cc(NC(=O)c2ccco2)c1OC | 3% | -3% | 5%
O=S(=O)(c1cccc(-c2n[nH]c(=S)o2)c1)N1CCOCC1 | 2% | -7% | -7%

Given with values ahead of the structure: entries from further up.
FEN1 inhibitor,GCN5L2 inh,N370S GC,Structure
-3%,-8%,19%,Cc1ccc(-c2nc3ccccc3nc2NN)cc1
-16%,-5%,-13%,c1ccc(CCCCN2C(Nc3ccccc3)=NC[C@@H]2Cc2ccccc2)cc1
-9%,-11%,1%,CCN(CC)S(=O)(=O)c1ccc(NC(=O)C(C)N(c2ccccc2)S(C)(=O)=O)cc1 (stereo not drawn)
2%,-7%,-7%,O=S(=O)(c1cccc(-c2n[nH]c(=S)o2)c1)N1CCOCC1
?,1%,.,CCOc1cc(OCC)cc(C(=O)Nc2cccc(-c3nc4ccccc4[nH]3)c2)c1

Going on with the list.
SMILES | FEN1 inhibitor | GCN5L2 inh | N370S GC
O=Cc1c(NCCCN2CCCC2=O)c2ccccc2[nH]c1=O | -1% | -4% | 3%
CC(C)N(C)C1CCN(S(=O)(=O)c2ccc(-c3ccc(=O)[nH]n3)s2)CC1 | -3% | 2% | 0%
COc1ccccc1C(=O)Nc1nnc(SCC(=O)NCc2ccco2)s1 | -2% | -29% | 1%
COc1ccccc1CCNC(=O)CN1C(=O)NC2(CCCC2)C1=O | 1% | -3% | -1%
Cn1cc(-c2nnnn2-c2ccccc2)c(=O)c2ccccc21 | -5% | ? | -28%
CNC(=O)/C(=C\c1ccco1)NC(=O)c1ccco1 | 7% | 2% | 17%
CC(C)=CCN1CCN(Cc2cc(F)ccc2-n2nc(C)cc2C)CC1CCO (stereo not drawn) | -7% | -4% | -10%
COc1ccc(NC(=O)COC(=O)CC2CC3CCC2C3)c([N+](=O)[O-])c1 (stereo not drawn) | -15% | -7% | 12%

Screening results (PubChem BioAssay)
